Mot1-301 SUMO = SUMOylation pathway inhibition by Mot1-301 growth rescue | S. cerevisiae Mot1-301 growth rescue, ATP luminescence, 38.5C; percent above DMSO median, 100 means doubled | growth rescue, % at 18.8 µM | 320,000 compounds, 1% hits | AID 2716;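 active = every valid replicate shows activation above 250% relative to neutral control wells; inactive = the rest, any valid replicate at or below 250%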;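 also: OY570 slx delta 5 strain wells were the positive control but not used for scaling; some compounds called inactive have numbers as strong as hits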
Arr AP2 block = inhibitors of human beta-arrestin and AP2 interaction. FITC-arrestin peptide / GST-AP2 beads, flow cytometry; AP2 beta2 appendage carries R879A mutation. inhibition, % at 10 µM. 340,000 compounds, 0.31% hits;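 active = inhibition above a set limit, near 3 SD of compounds lacking own fluorescence, cut at about 54% in these data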;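 also: plate controls were DMSO wells for no effect and 5 µM unlabelled arrestin peptide for full effect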
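Measured by: flow cytometry, FL1 (488/535 nm); Material: AP2 appendage R879A on GSH beads; Evaluation: percent response; Timing: pre-incubation 12 min, peptide binding 1 h, room temperature; Also added: 50 nM FITC-arrestin peptide; Medium: PBS with 0.05% Tween 20 and 0.1% BSA.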
AddAB inh = less growth of phage-infected E. coli with AddAB; E. coli expressing H. pylori AddAB, absorbance growth; inhibition, % at 11.9 µM; 330,000 compounds, 0.29% hits; AID 435030; in the data active = inhibition above about 12%;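 also: 0% = vehicle wells of infected cells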
PKA-R1A activ = activators of PKA-R1A complex | P00514+P68181 | PKA-R1A dissociation, Cy5-IP20 fluorescence polarization; scaled: DMSO 0%, 113 µM cGMP 100% | AID 504707 | 340,000 compounds, 0.083% hits | activation, % at 11.4 µM;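 active = percent activation above the mean of all tested compounds plus 3 SD, cut at about 19% in these data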;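 also: higher means more PKAc released from R1A so a rise in polarization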
Tat transport = blocks Tat-dependent protein export in E. coli; AID 488895; 340,000 compounds, 0.036% hits; E. coli MC4100 TorA-mCherry Tat export, fluorescence; inhibition, % at 10 µM;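 active = mean replicate inhibition at least 50% and at least half of replicates individually reaching 50%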;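 also: exported cargo escapes ClpAP degradation while cytoplasmic cargo is degraded and loses fluorescence; 0% = median of neutral control wells and 100% = median of NaSCN control wells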
PfHsp90 yeast 2 = growth inhibition of yeast expressing Plasmodium Hsp90. S. cerevisiae expressing PfHsp90, BacTiter-Glo ATP, 48 h; yeast lacking PDR1 and PDR3 efflux regulators. AID 504621. inhibition, % at 9.4 µM. 310,000 compounds, 0.32% hits;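 active = every replicate shows inhibition above about 80%, whatever the replicate mean, limit read from the data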;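 also: 0% = DMSO neutral controls and 100% = 20 µM radicicol positive controls; yeast relying on Plasmodium falciparum Hsp90 in place of its own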
Pemphigus Ab inh = human desmoglein-3 autoantibody binding inhibition. P32926. DSG3-coupled beads, scFv-anti-DSG3-GFP binding, flow cytometry; stronger effect = lower value. binding (percent of control), % at 10 µM. 310,000 compounds, 0.48% hits;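 active = binding more than 3 SD below its plate's average and above zero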;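 also: hits lower antibody fragment binding to DSG3; some compounds called inactive have numbers as strong as hits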
E coli growth = counter-screen for AddAB inhibitors: E. coli growth inhibition. E. coli V3065 growth, OD600 absorbance, 18 h. inhibition, % at 11.9 µM. 330,000 compounds, 0.27% hits. AID 449728;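 active = inhibition above the campaign's mean inhibition across all tested compounds plus 3 SD, cut at about 9.9% in these data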;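 also: uninfected addAB+ strain grown without phage in ampicillin broth; 0% = DMSO wells and 100% = ciprofloxacin 0.95 µg/ml wells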
phage Ecoli inh = E. coli growth loss with phage present; growth absorbance; inhibition, % at 11.9 µM; 360,000 compounds, 0.26% hits; AID 651602; in the data active = inhibition above about 11%
MOR-DOR inv ag = inverse agonists of human mu-delta opioid receptor heterodimerization. P35372+P41143. cell-based MOR-DOR heterodimer luminescence, inverse agonism. inhibition, % at 9.3 µM. 340,000 compounds, 0.21% hits; in the data active = inhibition above about 22%, passing the limit was not always enough;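 also: 0% = cells with DMSO and 100% = wells without cells with DMSO; values of inactives mirror those of a sister screen read the other way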
Target sequence (P35372 whole entry, looked up): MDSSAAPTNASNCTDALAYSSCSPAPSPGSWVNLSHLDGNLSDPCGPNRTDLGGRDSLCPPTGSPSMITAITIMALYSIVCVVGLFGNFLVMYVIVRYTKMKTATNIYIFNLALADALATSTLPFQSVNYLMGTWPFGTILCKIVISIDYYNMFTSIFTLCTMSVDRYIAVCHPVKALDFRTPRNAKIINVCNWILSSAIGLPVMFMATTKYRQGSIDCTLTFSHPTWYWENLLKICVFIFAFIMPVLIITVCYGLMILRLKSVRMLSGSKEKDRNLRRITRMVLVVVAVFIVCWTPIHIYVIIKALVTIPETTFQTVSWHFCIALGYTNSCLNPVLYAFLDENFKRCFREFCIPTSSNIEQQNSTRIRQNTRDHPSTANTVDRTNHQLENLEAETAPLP
Target sequence (P41143 whole entry, looked up): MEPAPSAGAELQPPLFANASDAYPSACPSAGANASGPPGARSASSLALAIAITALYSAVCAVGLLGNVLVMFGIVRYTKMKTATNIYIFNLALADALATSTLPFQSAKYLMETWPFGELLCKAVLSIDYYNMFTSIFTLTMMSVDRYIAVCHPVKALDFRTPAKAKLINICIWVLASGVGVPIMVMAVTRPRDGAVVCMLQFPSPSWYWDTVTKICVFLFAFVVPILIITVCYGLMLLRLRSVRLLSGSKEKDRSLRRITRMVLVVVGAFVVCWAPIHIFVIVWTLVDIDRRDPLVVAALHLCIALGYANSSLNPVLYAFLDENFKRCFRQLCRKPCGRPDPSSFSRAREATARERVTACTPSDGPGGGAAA
OPRM1-OPRD1 ag = agonists of human mu-delta opioid receptor heterodimerization; cells, OPRM1-OPRD1 heterodimerization, luminescence; activation, % at 9.3 µM; 340,000 compounds, 0.3% hits; P35372+P41143; in the data active = activation above about 18%;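 also: 0% = vehicle-treated cells and 100% = reference agonist; values of inactives mirror those of a sister screen read the other way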
Numbers without * were called inactive; nt = no result given.

Values in the order – AddAB inh | Pemphigus Ab inh | OPRM1-OPRD1 ag | phage Ecoli inh | Tat transport | Arr AP2 block | Mot1-301 SUMO | E coli growth | MOR-DOR inv ag | PKA-R1A activ | PfHsp90 yeast 2
COc1cc(CCNC(=O)CCCn2c(=O)c3cccn3c3cccnc32)cc(OC)c1OC
 : -0.1 | 96 | -0.8 | 2.8 | -4 | 0 | 2 | -0.1 | 4 | 3 | -33
CCCCc1nc2cc(C(=O)N3CCCCC3C(=O)OC)ccc2o1 (stereo unspecified)
 : 2.0 | 95 | -1.8 | 0.9 | -4 | -11 | 1 | -1.7 | 10 | -2 | 9
CN(CCCC(=O)Nc1nccs1)S(=O)(=O)c1ccc(Cl)cc1
 : 1.6 | 96 | 1.1 | 3.4 | -3 | -5 | -5 | -1.7 | -5 | -3 | -6
OCC1(CCCc2ccccc2)CCN(Cc2ccc(F)cc2)CC1
 : 3.1 | 111 | 4.9 | 3.9 | -3 | 10 | 0 | 2.0 | -35 | 1 | -16
COc1ccc(SCCN2CC[C@@H](O)CCC2=O)cc1
 : 0.9 | 107 | -1.5 | 1.4 | 4 | -3 | 30 | 0.4 | 8 | -17 | 8
C=CCNC(=O)c1ccc(Cl)cc1Cl
 : -0.5 | 95 | -2.0 | 2.1 | 1 | 1 | -16 | -2.6 | 11 | -9 | -4
COc1ccc(NS(=O)(=O)c2cc(NC(=O)CNC(=O)c3cccc(OC)c3)ccc2C)cc1
 : 3.0 | 101 | 0.7 | 2.5 | -4 | -15 | -9 | -2.4 | -3 | -5 | -19
COc1ccc(CCN2CC(C(=O)OCC(=O)Nc3c(C)nn(-c4ccccc4)c3C)CC2=O)cc1OC (stereo unspecified)
 : 1.4 | 101 | -0.4 | 3.1 | 3 | 18 | -4 | -0.6 | 3 | -4 | nt
CC(CCc1ccccc1)NC(=O)C(=O)NCCO (stereo unspecified)
 : 2.7 | 103 | -2.0 | 1.3 | -12 | 22 | -20 | 0.1 | 10 | 0 | 8
CC(OC(=O)Cn1[nH]c(=O)c2ccccc2c1=O)C(=O)Nc1ccc(F)cc1Cl (stereo unspecified)
 : 1.3 | 102 | -1.7 | 1.8 | 3 | 11 | -16 | -2.6 | 9 | 8 | nt
CN1CCN(C(=O)c2ccccc2-c2ccccc2C(=O)O)CC1
 : 0.9 | 92 | -2.6 | -1.3 | -1 | 19 | 4 | -3.9 | 13 | -6 | nt
COc1cc(/C=C/C(=O)OCC(=O)NCCC2=CCCCC2)cc(OC)c1OC
 : -1.7 | nt | -2.3 | 4.6 | 0 | 2 | 60 | -0.1 | 11 | 4 | 10
O=C(c1ccc(Oc2ccc(Cl)cc2)c([N+](=O)[O-])c1)N1CCCC1
 : 1.5 | 94 | 0.3 | 3.9 | 0 | 7 | -11 | -1.2 | -2 | -6 | -12
O=C1NC(NS(=O)(=O)c2ccccc2)(C(F)(F)F)C(=O)N1CCc1ccccc1 (stereo unspecified)
 : 1.3 | nt | -2.4 | 0.4 | -8 | -4 | 9 | -0.9 | 15 | -4 | -55
Nc1nc(CSCCO)nc(Nc2ccc(F)cc2)n1
 : 3.5 | nt | -0.7 | 2.9 | 0 | -11 | 1 | -1.0 | 5 | 3 | -4
COc1ccc(N2CCN(CC(=O)c3c[nH]c4ccccc34)CC2)cc1
 : 3.6 | 96 | -0.9 | -0.1 | 15 | 19 | -5 | 0.3 | 4 | -8 | -6
COc1ccc(N2CCN(C(=O)C3CCCN(S(=O)(=O)c4c(C)noc4C)C3)CC2)cc1 (stereo unspecified)
 : -1.3 | 89 | -2.0 | -1.9 | -4 | -10 | 64 | 2.5 | 10 | -8 | 10
COc1ccc(S(=O)(=O)NCCNC(=O)N2CCOCC2)cc1
 : -0.1 | 100 | -3.8 | 3.1 | 3 | 22 | 5 | 1.3 | 19 | -17 | -15
Cc1ccc(C)c(S(=O)(=O)N2CCN(C(=O)CSc3ccccc3)CC2)c1
 : nt | 113 | -0.7 | -1.3 | 13 | -24 | -7 | nt | 4 | -3 | 9
C/C(=N\NC(=O)c1ccc(F)cc1)c1ccccn1
 : 0.0 | 96 | -6.5 | -2.9 | -3 | -2 | 152 | 0.5 | 33 | -8 | 9
CC(Oc1ccc2c3c(c(=O)oc2c1)CCCC3)C(=O)NCc1ccccn1 (stereo unspecified)
 : 6.4 | 105 | -2.2 | 0.0 | -3 | 30 | 2 | -0.5 | 11 | -8 | 15
COc1ccc(-c2nc3n(c2C)Cc2ccccc2-3)cc1
 : 2.0 | 118 | 0.1 | 1.7 | 10 | -1 | 39 | 0.7 | 0 | -3 | 12
CCOc1ccc(NS(=O)(=O)c2ccc(NS(=O)(=O)c3ccccc3)cc2)cc1
 : -0.5 | 95 | -0.7 | 1.2 | 11 | -1 | -22 | 5.9 | 4 | -3 | nt
CCn1c(-c2cc(Cl)ccc2OC)n[nH]c1=S
 : 1.1 | 100 | -3.9 | 2.1 | -1 | 38 | 37 | -3.0 | 18 | 0 | -12
CC(C)CCn1c(CN2CCN(C(=O)c3ccco3)CC2)nc2c1c(=O)n(C)c(=O)n2C
 : 1.4 | 107 | -0.8 | 2.8 | -5 | -3 | -2 | -0.8 | 4 | -20 | -16
COc1ccc(NC(=O)/C(C#N)=C/c2ccc(Br)o2)cc1
 : -1.1 | 95 | 1.4 | -2.4 | -10 | 28 | 9 | 0.2 | -8 | 0 | 37
COC(=O)c1c(NC(=O)CSc2nc(-c3ccco3)cc(C(F)(F)F)n2)sc2c1CCCC2
 : 1.4 | 108 | -1.2 | 2.2 | 6 | 10 | -6 | -1.8 | 7 | -15 | -16
Cc1cc(-c2nnc3sc(-c4ccc(Cl)cc4Cl)nn23)n[nH]1
 : 1.7 | 105 | 1.0 | 2.9 | 0 | 7 | 2 | -2.2 | -4 | -3 | -3
Cc1cc(NC(=O)c2ccc(F)cc2)n(-c2ccccn2)n1
 : -1.9 | 107 | 4.3 | 4.0 | 6 | -1 | nt | -1.6 | -22 | 0 | -28
COc1cc(C(=S)N2CCOCC2)ccc1OC(=O)c1cc(OC)c(OC)c(OC)c1
 : 1.1 | 105 | -3.2 | -0.7 | 7 | 6 | 35 | -0.3 | 14 | -3 | 14

4 records picked at random from the list so far, as already listed:
Values in the order – AddAB inh | Pemphigus Ab inh | OPRM1-OPRD1 ag | phage Ecoli inh | Tat transport | Arr AP2 block | Mot1-301 SUMO | E coli growth | MOR-DOR inv ag | PKA-R1A activ | PfHsp90 yeast 2
COC(=O)c1c(NC(=O)CSc2nc(-c3ccco3)cc(C(F)(F)F)n2)sc2c1CCCC2
 : 1.4 | 108 | -1.2 | 2.2 | 6 | 10 | -6 | -1.8 | 7 | -15 | -16
Cc1cc(NC(=O)c2ccc(F)cc2)n(-c2ccccn2)n1
 : -1.9 | 107 | 4.3 | 4.0 | 6 | -1 | nt | -1.6 | -22 | 0 | -28
COc1ccc(-c2nc3n(c2C)Cc2ccccc2-3)cc1
 : 2.0 | 118 | 0.1 | 1.7 | 10 | -1 | 39 | 0.7 | 0 | -3 | 12
CCn1c(-c2cc(Cl)ccc2OC)n[nH]c1=S
 : 1.1 | 100 | -3.9 | 2.1 | -1 | 38 | 37 | -3.0 | 18 | 0 | -12

Going on with the list:
Values in the order – AddAB inh | Pemphigus Ab inh | OPRM1-OPRD1 ag | phage Ecoli inh | Tat transport | Arr AP2 block | Mot1-301 SUMO | E coli growth | MOR-DOR inv ag | PKA-R1A activ | PfHsp90 yeast 2
COCc1nnc(SCC(=O)NC(C)c2ccccc2)n1-c1ccccc1 (stereo unspecified)
 : 0.9 | 100 | -0.4 | 0.6 | -1 | 0 | 0 | -2.2 | 2 | 3 | -16
CCCCSCc1[nH]c(=O)[nH]c1C(=O)CCCCC(=O)OCC
 : 0.4 | 103 | -0.5 | 1.9 | 7 | 15 | 2 | -1.7 | 3 | 2 | 17
CCOc1ccc(S(=O)(=O)N(C)CC(=O)N2CCCC2)cc1
 : 2.3 | 96 | -3.8 | 2.7 | -4 | 42 | -4 | 1.2 | 19 | -7 | -11
Nc1cc(S(=O)(=O)c2ccc(O)c(N)c2)ccc1O
 : 0.3 | 94 | -2.7 | 3.8 | 15 | 44 | -14 | 0.4 | 14 | 7 | -19
O=C(N/N=C\c1cc2c(cc1[N+](=O)[O-])OCO2)c1cccs1
 : nt | 121 | -3.2 | 5.2 | 10 | -1 | -8 | nt | 18 | 13 | -17
CCC(=O)c1ccc(OCC(=O)Nc2cc(S(=O)(=O)N3CCCCC3)ccc2OC)cc1
 : -0.7 | 109 | -1.3 | -2.0 | 10 | -2 | 14 | 0.0 | 5 | -5 | -29
CC1(C)Cc2cccc(OCC(=O)Nc3ccccc3N3CCOCC3)c2O1
 : -0.2 | 99 | 3.5 | -1.4 | -1 | 26 | 4 | -2.2 | -19 | 17 | 2
C/C(Cl)=C\Cn1c(Nc2ccccc2)nc2c1c(=O)n(C)c(=O)n2C
 : -6.0 | 108 | -1.9 | 1.0 | 0 | 27 | -2 | -2.4 | 11 | 2 | -23
CC(=O)Nc1ccc(C(=O)N/C(=C/c2ccccc2)C(=O)N2CCCCC2)cc1
 : 2.2 | 98 | 0.2 | 0.2 | -2 | -2 | -8 | 3.2 | -2 | -4 | -6
Cc1ccc(N2C(=O)c3n[nH]c(C)c3C2c2cccnc2)cc1 (stereo unspecified)
 : 3.6 | 99 | -1.8 | 1.5 | 4 | -5 | 2 | -1.2 | 9 | 8 | nt
Cc1ccc([N+](=O)[O-])cc1S(=O)(=O)NCCc1c(C)[nH]c2c(C)cccc12
 : 4.6 | 100 | -1.8 | 3.4 | 6 | -27 | -14 | -2.0 | 9 | -6 | 4
Cc1ccc(N2CC(C(=O)Nc3nnc(C)s3)CC2=O)cc1 (stereo unspecified)
 : 0.5 | 101 | 0.2 | 3.0 | 4 | 1 | -4 | 3.4 | -1 | -1 | 1
NS(=O)(=O)c1ccc(CNC(=O)c2cc(S(=O)(=O)N3CCOCC3)c(Cl)cc2Cl)cc1
 : nt | 108 | -0.5 | 1.9 | 34 | 0 | nt | nt | 3 | -16 | nt
O=C(NC1CCCCC1)C(Cc1ccccc1)NS(=O)(=O)c1cccs1 (stereo unspecified)
 : 4.0 | 100 | -1.8 | -0.3 | 1 | 7 | 833 | 1.8 | 10 | -4 | -26
CCCCN(Cc1cc2cccc(C)c2[nH]c1=O)S(C)(=O)=O
 : 0.2 | 103 | -2.7 | 3.5 | -12 | -2 | 0 | 0.1 | 14 | -8 | -17

Screens from PubChem.
